PG9 binder – binders of HIV-1 gp120 antibody PG9, primary screen, biochemical, TR-FRET; HIV-1 gp120 / PG9 antibody interaction; TR-FRET gp120-PG9 antibody binding; inhibition, % at 6.7 µM; 360,000 compounds, 0.43% hits; AID 624416, 2012; in the data active means inhibition above about 8.5%
SMARCA2 act – SMARCA2 (BRM) function activators, primary screen, cell-based, luminescence, high throughput; activation, % at 9.1 µM; 370,000 compounds, 1% hits; MG213 cells, MMTV-luciferase reporter, dexamethasone, overnight; AID 652017, 2013; in the data active means activation above about 7.8%;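 further: 0% = vehicle wells and 100% = reference activator wells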
NR1D1 modulator – modulators of Rev-erb alpha DNA binding, primary screen, biochemical, FITC-DNA, fluorescence polarization, uHTS; Nuclear receptor subfamily 1 group D member 1 (Homo sapiens), P20393; 370,000 compounds, 0.79% hits; AID 1259318, 2017; Rev-erbα–FITC-DNA binding, 90 min; activity, % at 10 µM;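 active means activity above about 14%, limit read from the data; passing the limit was not always enough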;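 further: 0% = DMSO wells with 35 nM protein and 100% = DMSO wells with 750 nM protein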
mABHD4 FP – ABHD4 inhibitors, primary screen, biochemical, fluorescence polarization, mouse | (Lyso)-N-acylphosphatidylethanolamine lipase (Mus musculus), Q8VD66 | 370,000 compounds, 0.54% hits | inhibition, % at 8.92 µM | AID 720543, 2013 | purified mABHD4, FP-Rh probe fluorescence polarization;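 active means inhibition exceeding the mean over every tested compound plus 3 SD, cut at about 30% in these data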;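 further: 0% = plate median of compound wells and 100% = S159A mutant with DMSO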
Target sequence (Q8VD66 whole entry, looked up): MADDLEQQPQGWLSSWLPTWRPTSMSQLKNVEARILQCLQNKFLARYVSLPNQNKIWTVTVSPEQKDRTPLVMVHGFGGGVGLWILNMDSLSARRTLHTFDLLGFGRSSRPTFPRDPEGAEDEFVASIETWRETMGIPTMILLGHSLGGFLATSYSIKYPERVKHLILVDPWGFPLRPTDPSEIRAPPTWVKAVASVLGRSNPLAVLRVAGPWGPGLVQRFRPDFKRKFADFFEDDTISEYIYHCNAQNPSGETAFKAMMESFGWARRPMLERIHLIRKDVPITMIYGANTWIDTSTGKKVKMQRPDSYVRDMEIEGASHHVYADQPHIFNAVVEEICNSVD
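system = mouse ABHD4 enzyme, wild type | medium = HEPES pH 7.0, NaCl, Pluronic buffer | also added = FP-Rh probe | incubation = Enzyme–compound pre-incubation 45 min, then probe 60 min, both 25 °C | technique = fluorescence polarization, excitation 525 nm, emission 598 nm, BODIPY TMR filters | controls = S159A mutant high control, sample median low control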
rCAG binder – binders of r(CAG) RNA repeats, primary screen, biochemical, fluorescence | r(CAG) RNA repeat, TO-PRO-1 dye displacement fluorescence | 370,000 compounds, 1.3% hits | inhibition, % at 3 µM;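 active means inhibition above the plate cutoff, the mean of all test compounds on that plate plus 3 SD, cut at about 35% in these data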;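 further: 0% = DMSO alone and 100% = 100 µM mitoxantrone as full dye displacement; higher means more dye released from RNA so lower well fluorescence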
ASAP1 inh – inhibitors of human ASAP1 ArfGAP activity, primary screen, biochemical, fluorescence polarization; Arf-GAP with SH3 domain, ANK repeat and PH domain-containing protein 1 (Homo sapiens), …; ASAP1-stimulated ARF1 GTP hydrolysis, GDP FP detection; inhibition, % at 16.5 µM; 360,000 compounds, 0.19% hits; AID 624377, 2012; in the data active means inhibition above about 25%;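 further: 0% = vehicle with enzyme and substrate and 100% = no enzyme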
HTRA1 inhibitor – HTRA1 serine protease inhibitors, primary screen, biochemical, fluorescence polarization, HTS. AID 504803, 2011. recombinant HTRA1, FP-rhodamine activity-based probe. inhibition, % at 5.96 µM. Q92743. 340,000 compounds, 0.5% hits; in the data active means inhibition above about 36%;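 further: 0% = enzyme with DMSO and 100% = wells lacking enzyme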
Target sequence (Q92743 whole entry, looked up): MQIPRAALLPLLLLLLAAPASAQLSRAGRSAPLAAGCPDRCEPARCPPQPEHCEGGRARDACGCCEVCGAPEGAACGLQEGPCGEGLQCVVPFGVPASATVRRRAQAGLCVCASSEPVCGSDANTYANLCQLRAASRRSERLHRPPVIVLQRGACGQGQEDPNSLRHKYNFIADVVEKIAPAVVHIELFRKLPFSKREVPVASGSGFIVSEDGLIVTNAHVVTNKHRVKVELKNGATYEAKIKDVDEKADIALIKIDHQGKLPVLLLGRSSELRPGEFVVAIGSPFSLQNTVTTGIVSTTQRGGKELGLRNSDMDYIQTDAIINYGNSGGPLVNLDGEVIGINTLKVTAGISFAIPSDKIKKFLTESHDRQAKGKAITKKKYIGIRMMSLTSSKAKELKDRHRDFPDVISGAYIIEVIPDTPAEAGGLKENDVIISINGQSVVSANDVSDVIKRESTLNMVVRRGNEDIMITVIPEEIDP
NPR1 activator – GC-A stimulated cGMP production enhancers – HEK293 GC-A cells, cGMP TR-FRET, EC30 ANP, primary screen. Atrial natriuretic peptide receptor 1 (Homo sapiens), P16066. 0% at EC30 ANP, 100% saturating ANP. activation, % at 10 µM. 370,000 compounds, 0.14% hits. AID 1671463, 2021; in the data active means activation above about 40%
GC-B act – human GC-B receptor activators, primary screen, HEK293 GC-B cells, cGMP TR-FRET, EC30 CNP; Atrial natriuretic peptide receptor 2 (Homo sapiens), P20594; 0% at EC30 CNP, 100% saturating CNP; activation, % at 10 µM; 370,000 compounds, 0.11% hits; AID 1920062, 2024;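 active means activation at 10 µM reaching about 35% in either raw or pattern-adjusted values, limit read from the data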
ARFGAP1 inh – inhibitors of rat ARFGAP1 GAP activity, primary screen, biochemical, fluorescence polarization, GDP tracer. ADP-ribosylation factor GTPase-activating protein 1 (Rattus norvegicus), Q62848. Arfgap1-stimulated ARF1 GTP hydrolysis, GDP FP detection. inhibition, % at 16.5 µM. 360,000 compounds, 0.26% hits. AID 651572, 2012;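 active means inhibition above a per-plate limit, mean inhibition of low control wells plus 3 SD, cut at about 25% in these data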;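 further: 0% = DMSO wells with enzyme and 100% = wells lacking Arfgap1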
Target sequence (Q62848 1-136 limits assumed): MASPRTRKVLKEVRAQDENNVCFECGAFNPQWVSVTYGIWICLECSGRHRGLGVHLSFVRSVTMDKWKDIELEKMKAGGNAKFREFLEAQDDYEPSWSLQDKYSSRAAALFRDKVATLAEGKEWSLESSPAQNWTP
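Material: rat Arfgap1 GAP domain (His6, aa 1-136), purified enzyme. Also added: human ARF1(Δ1-17)-GTP substrate. Compound dosing: 16.5 µM single point, 1.26% DMSO. Timing: enzyme reaction 120 min at 25 °C after 20 min preincubation. Signal: GDP detection by fluorescence polarization. Read-out basis: percent inhibition of GAP-stimulated GDP formation, scaled between DMSO and no-Arfgap1 medians.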
An asterisk follows results filed as active; . = no result given.

SMILES	PG9 binder	SMARCA2 act	NR1D1 modulator	mABHD4 FP	rCAG binder	ASAP1 inh	HTRA1 inhibitor	NPR1 activator	GC-B act	ARFGAP1 inh
COc1ccc(C(=O)NCC2OCCc3ccccc32)cc1 (stereo unspecified)	2.5	-4	-4	6	1	14	3	-3	-3	1
[O-][n+]1onc2c3cc(-c4ccccc4)nnc3ccc21	1.3	-1	-1	-5	-2	-9	17	5	4	-3
O=C(CSc1nc(-c2ccccc2)cc(=O)[nH]1)Nc1ccc(F)c(F)c1	0.9	-4	7	3	6	-2	-9	-7	-4	1
CCOc1cc(CNc2ccc(CNc3ncn[nH]3)cc2)ccc1OCc1ccccc1	-2.9	0	10	-2	0	6	-2	-8	0	4
COc1ccccc1N(C)S(=O)(=O)c1ccc(C(=O)OCC(=O)N(C(C)C)C(C)C)cc1	-0.8	4	-3	4	-7	-3	-8	-2	5	2
CCc1nc(SCC(=O)Nc2nnc(CC)s2)c2c(=O)n(C)c(=O)n(C)c2n1	-2.2	1	-7	-4	-3	9	-1	10	3	-14
CCN(CC)CCNC(=O)CCc1c(C)nc2c(c(C)nn2-c2ccc(C)cc2)c1C	1.1	3	3	-4	-3	10	-6	0	-13	7
COc1ccc(-c2cc(C(=O)N3CCCC3)no2)cc1	-1.7	2	6	-4	-2	-4	2	-2	4	2
O=C(c1ccco1)N1CCN(CC(=O)N2CCCc3c2c(=O)oc2ccc(O)cc32)CC1	-3.9	1	-2	2	-3	8	.	-2	1	3
CC1(C)CC(NC(=O)C2CCN(S(=O)(=O)c3cccc(C(F)(F)F)c3)CC2)CC(C)(C)N1	-2.1	4	-3	-6	6	3	3	-1	2	-7
CC(C)CNS(=O)(=O)/C=C/c1ccccc1CCNC(=O)OC(C)(C)C	.	-3	-3	1	2	.	.	-3	4	.
CCOC(=O)Nc1ccc2c(c1)N(C(=O)CN1CCN(C)CC1)c1ccccc1S2	-3.5	3	-4	-13	-7	-8	-2	-6	-4	3
Cn1cccc1Cc1nnc(SCC(=O)N2CCc3ccccc32)n1CCc1ccccc1	-1.7	0	-9	1	3	-3	-2	-19	-11	1
Cc1cc(C)n(S(=O)(=O)c2cccc(Cl)c2Cl)n1	-0.2	-1	1	-1	-6	-3	14	0	-6	24
Cc1cc(SC2CCOC2=O)nc2ccccc12 (stereo unspecified)	-1.3	0	3	-1	1	-2	5	5	-1	4
Cc1cccc(NC(=O)C2CC(=O)N(c3ccc4c(c3)OCCO4)C2)n1 (stereo unspecified)	-1.5	-1	2	2	-2	0	1	3	2	-3
c1ccc(C2=NCCCO2)cc1	-2.1	3	3	-9	0	-8	7	-2	1	2
COc1ccc(-c2nn(-c3ccccc3)cc2/C=C(\C#N)S(=O)(=O)c2ccccc2)cc1OC	-1.4	-3	3	1	5	9	2	2	1	-2
CC(C)N1C(=O)CCC1C(=O)N1CCC(Cc2ccccc2)CC1 (stereo unspecified)	0.4	-5	-3	0	-2	0	0	11	3	14
Cc1ccc(-c2cc(C(=O)OC3CCOC3=O)c3ccccc3n2)c(C)c1 (stereo unspecified)	-1.1	3	6	-11	-1	-6	-14	10	3	0
CC1CN(S(=O)(=O)c2cn(C)c(=O)n(C)c2=O)CC(C)O1 (stereo unspecified)	-0.5	-1	7	-1	0	-15	4	0	0	4
CCOc1cc(NC(=S)NCC2CCCO2)c(OCC)cc1NC(=O)c1ccccc1F (stereo unspecified)	-0.3	-3	3	4	3	2	1	-1	-3	5
O=C1NC(=S)NC1(c1ccccc1)c1ccccc1	0.7	-4	-2	0	3	1	0	-1	4	0
CCc1nc2ccccc2c(C(=O)OCC(=O)NCc2ccc3c(c2)OCO3)c1C	-0.3	-1	-2	-2	-3	1	-11	5	4	2
Cn1ccnc1SCCNC(=O)CCc1nnc(CCCCc2ccccc2)o1	-1.3	-4	2	0	-5	2	5	1	-4	-8
COc1cccc(C(=O)CSc2nccn2C)c1	0.3	2	-4	3	-2	13	8	-2	-6	2
O=C1NC(=Nc2ccccc2)/C(=C/c2ccco2)S1	-4.6	1	4	-56	10	12	-9	-2	-4	17
O=C(NCc1nnc(SCC(=O)N2CCN(c3ccccc3)CC2)o1)c1c(F)cccc1F	-1.2	-4	2	-4	-2	4	6	-2	-7	-14
OCC[C@H]1C[C@H](O)[C@@H](O)[C@@]2(Cc3ccccc3CO2)O1	1.9	-1	3	-2	1	0	-3	-1	-4	-4
Cc1ccc(-n2cccc2/C=C2/C(=N)N3C(=NC2=O)SN=C3S(C)(=O)=O)cc1Cl	2.0	-4	-8	-157	89*	-5	-95	-13	0	-5
COC(=O)[C@]12CCCCC=C1N(Cc1cccc3ccccc13)C(=O)[C@H](CC(=O)NCC13CC4CC(CC(C4)C1)C3)C2	1.9	-8	3	4	11	14	.	0	-6	5
CCOC(=O)C1=C(c2ccccc2)c2ccc(OC)cc2N(S(=O)(=O)C(F)(F)F)C1C(=O)OCC (stereo unspecified)	-0.3	5	3	-2	0	-10	-14	-8	-12	2
Cc1ccc(Cl)cc1Nc1nc(-c2sc(NC(=O)C(C)(C)C)nc2C)cs1	0.6	-2	-3	6	19	25*	-18	6	0	1
COCCNC(=O)c1ccc(C)cc1C	0.4	-3	0	5	0	-1	-2	1	1	2
CCc1c(C)sc(NC(=O)c2ccco2)c1C(=O)N1CCOCC1	-1.2	-1	1	10	-2	-7	-2	0	0	0
CCCCOc1ccc(C(=O)Nc2ccc(N3CCN(C(C)=O)CC3)cc2)cc1	-1.6	2	4	-8	6	-9	5	5	-3	2
CCOc1ccc(/C=N/NC(=O)c2ccccc2C)cc1CN1CC2CC(C1)c1cccc(=O)n1C2 (stereo unspecified)	-1.8	-3	-1	-4	1	13	-8	-5	-2	-5
Cc1sc(NC(=O)c2cccs2)c(C(=O)OC(C)C)c1C	0.8	1	.	3	3	3	-8	.	.	0
Cc1ccccc1N1CC(C(=O)N2CC(C)OC(C)C2)CC1=O (stereo unspecified)	-0.2	-3	4	-1	-1	11	4	0	3	-16
O=S(=O)(c1ccccc1)N1N=C(c2cccs2)CC1c1ccc(Br)cc1 (stereo unspecified)	0.3	2	2	4	3	8	2	-3	3	-4
Cc1ccc(S(=O)(=O)c2c(C)nn(C(C)(C)C)c2OC(=O)C2CCCC2)cc1	0.7	1	7	-15	0	-2	-17	2	1	8
OCCOCCn1c(CCNc2nc(-c3ccc(F)cc3)cs2)nc2cc(C(F)(F)F)ccc21	-1.2	-1	-2	1	-2	5	-8	-3	-7	14
Oc1ccc(-c2cn3ccccc3n2)cc1	0.9	6	-8	1	-3	7	9	2	-9	10
Cc1ccc2nc(SCC(=O)NC(=O)NCc3ccco3)[nH]c2c1	-1.9	-1	-1	-4	3	9	-16	-2	0	-2
COc1ccc(NC(=O)C2CCC(N3C(=O)C4C5C=CC(C5)C4C3=O)CC2)cc1 (stereo unspecified)	1.7	-5	2	-2	-5	-5	5	0	3	8
Cc1ccc(S(=O)(=O)CCC(=O)Nc2ccccc2Cl)cc1	2.0	-1	-4	4	1	-5	1	5	-2	6
CCn1cc(SCC(N)=O)c2ccccc21	-3.0	-3	1	-3	0	13	1	1	-3	10
Cc1ccc(SCC(=O)OC(C)C(=O)NCc2ccccc2)cc1C (stereo unspecified)	-1.6	1	6	5	-7	3	-9	0	-4	-4
O=C(NCc1cccs1)c1nn2cccnc2c1Cl	0.8	3	1	9	2	5	-3	2	2	4
CC(=O)Nc1nc2n(n1)C(c1ccc(Cl)cc1)C=C(C)N2 (stereo unspecified)	2.7	1	0	9	-1	18	6	-1	-1	10

By substructure, the compounds so far containing a halogen (13)
SMILES	PG9 binder	SMARCA2 act	NR1D1 modulator	mABHD4 FP	rCAG binder	ASAP1 inh	HTRA1 inhibitor	NPR1 activator	GC-B act	ARFGAP1 inh
O=C(CSc1nc(-c2ccccc2)cc(=O)[nH]1)Nc1ccc(F)c(F)c1	0.9	-4	7	3	6	-2	-9	-7	-4	1
CC1(C)CC(NC(=O)C2CCN(S(=O)(=O)c3cccc(C(F)(F)F)c3)CC2)CC(C)(C)N1	-2.1	4	-3	-6	6	3	3	-1	2	-7
Cc1cc(C)n(S(=O)(=O)c2cccc(Cl)c2Cl)n1	-0.2	-1	1	-1	-6	-3	14	0	-6	24
CCOc1cc(NC(=S)NCC2CCCO2)c(OCC)cc1NC(=O)c1ccccc1F (stereo unspecified)	-0.3	-3	3	4	3	2	1	-1	-3	5
O=C(NCc1nnc(SCC(=O)N2CCN(c3ccccc3)CC2)o1)c1c(F)cccc1F	-1.2	-4	2	-4	-2	4	6	-2	-7	-14
Cc1ccc(-n2cccc2/C=C2/C(=N)N3C(=NC2=O)SN=C3S(C)(=O)=O)cc1Cl	2.0	-4	-8	-157	89*	-5	-95	-13	0	-5
CCOC(=O)C1=C(c2ccccc2)c2ccc(OC)cc2N(S(=O)(=O)C(F)(F)F)C1C(=O)OCC (stereo unspecified)	-0.3	5	3	-2	0	-10	-14	-8	-12	2
Cc1ccc(Cl)cc1Nc1nc(-c2sc(NC(=O)C(C)(C)C)nc2C)cs1	0.6	-2	-3	6	19	25*	-18	6	0	1
O=S(=O)(c1ccccc1)N1N=C(c2cccs2)CC1c1ccc(Br)cc1 (stereo unspecified)	0.3	2	2	4	3	8	2	-3	3	-4
OCCOCCn1c(CCNc2nc(-c3ccc(F)cc3)cs2)nc2cc(C(F)(F)F)ccc21	-1.2	-1	-2	1	-2	5	-8	-3	-7	14
Cc1ccc(S(=O)(=O)CCC(=O)Nc2ccccc2Cl)cc1	2.0	-1	-4	4	1	-5	1	5	-2	6
O=C(NCc1cccs1)c1nn2cccnc2c1Cl	0.8	3	1	9	2	5	-3	2	2	4
CC(=O)Nc1nc2n(n1)C(c1ccc(Cl)cc1)C=C(C)N2 (stereo unspecified)	2.7	1	0	9	-1	18	6	-1	-1	10

Compound activity (PubChem BioAssay)

Rows were taken by chance. Share with any hit: about 4.4%.
